# Assay outcomes from PubChem.
# FBW7 activator: FBW7 E3 ligase activators, primary screen, biochemical, AlphaScreen, human; 650,000 compounds, 0.13% hits; normalized activity (activation), % at 26.1 µM; F-box/WD repeat-containing protein 7 (Homo sapiens), Q969H0; AlphaScreen FBW7–phospho-cyclin E peptide binding, activator screen; AID 1259310, 2017; in the data active = normalized activity above about 1.9%;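 note: purified mutant Fbw7 with reduced substrate affinity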
# Target sequence (Q969H0 whole entry, looked up): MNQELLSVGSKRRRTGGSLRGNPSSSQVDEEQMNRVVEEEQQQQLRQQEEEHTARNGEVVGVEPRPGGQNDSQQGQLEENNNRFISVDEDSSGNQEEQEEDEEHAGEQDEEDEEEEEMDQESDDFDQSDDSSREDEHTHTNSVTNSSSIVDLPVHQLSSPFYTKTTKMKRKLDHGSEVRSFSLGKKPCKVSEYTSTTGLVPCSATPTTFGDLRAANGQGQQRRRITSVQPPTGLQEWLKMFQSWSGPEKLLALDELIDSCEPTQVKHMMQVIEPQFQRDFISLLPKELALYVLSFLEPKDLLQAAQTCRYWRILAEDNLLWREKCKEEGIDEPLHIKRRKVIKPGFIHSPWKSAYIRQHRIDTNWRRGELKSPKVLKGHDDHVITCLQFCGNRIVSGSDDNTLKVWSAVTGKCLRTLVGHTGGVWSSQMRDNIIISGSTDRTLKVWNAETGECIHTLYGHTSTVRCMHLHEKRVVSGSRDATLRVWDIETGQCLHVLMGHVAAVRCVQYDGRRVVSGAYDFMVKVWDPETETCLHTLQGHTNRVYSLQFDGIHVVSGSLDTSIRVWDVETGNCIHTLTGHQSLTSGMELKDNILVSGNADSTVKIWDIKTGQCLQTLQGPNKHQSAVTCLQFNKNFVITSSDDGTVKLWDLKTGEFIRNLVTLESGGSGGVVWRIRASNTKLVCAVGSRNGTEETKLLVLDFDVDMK
# MITF primary: MITF inhibitors, primary screen, biochemical, AlphaScreen, human; Microphthalmia-associated transcription factor (Homo sapiens), O75030; AlphaScreen MITF homodimerization, bead proximity signal; inhibition, % at 2.6 µM; 650,000 compounds, 0.91% hits; AID 1259374, 2018; in the data active = inhibition above about 50%;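 note: 0% = vehicle wells with protein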
# GPR151 activ: activators of human GPR151, primary screen, cell-based, PathHunter beta-arrestin, luminescence; activation, % at 11.2 µM; G-protein coupled receptor 151 (Homo sapiens), Q8TDV0; AID 1508602, 2020; 650,000 compounds, 1% hits; PathHunter beta-arrestin GPR151 cells; in the data active = activation above about 4.9%;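 note: 0% = median of compound wells and 100% = cells with positive control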
# Target sequence (Q8TDV0 whole entry, looked up): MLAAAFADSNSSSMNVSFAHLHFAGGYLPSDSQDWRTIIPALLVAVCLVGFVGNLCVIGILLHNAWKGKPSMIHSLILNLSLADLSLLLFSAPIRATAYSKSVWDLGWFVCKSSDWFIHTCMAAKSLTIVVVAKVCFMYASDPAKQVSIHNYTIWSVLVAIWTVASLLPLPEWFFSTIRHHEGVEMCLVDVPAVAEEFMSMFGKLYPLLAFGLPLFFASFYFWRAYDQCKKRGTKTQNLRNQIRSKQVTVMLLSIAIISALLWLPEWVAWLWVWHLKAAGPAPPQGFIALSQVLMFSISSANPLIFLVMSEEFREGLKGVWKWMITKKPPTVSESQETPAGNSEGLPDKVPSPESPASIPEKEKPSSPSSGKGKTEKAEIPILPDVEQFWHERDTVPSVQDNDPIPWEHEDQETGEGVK
# TEAD-YAP block: TEAD-YAP interaction inhibition, primary screen, TEAD-YAP interaction inhibitor project, luminescence, HEK-TIYL cells; 640,000 compounds, 1.4% hits; TEAD-Gal4/YAP UAS-luciferase luminescence; inhibition, % at 9.12 µM; AID 1259422, 2018; in the data active = inhibition above about 32%;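 note: 0% = median of test compound wells and 100% = reference inhibitor wells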
# Numbers without * were called inactive.
SMILES,FBW7 activator,MITF primary,GPR151 activ,TEAD-YAP block
CC(=O)c1ccc(NC(=O)CCCCCN2C(=O)c3ccccc3C2=O)cc1,0.4,10,-0.9,-15
Cc1ccc(NC(=O)c2sc3ncn(Cc4ccccc4Cl)c(=O)c3c2C)cc1F,0.2,-7,0.7,-5
O=C(Nc1ccc(Oc2ccccc2)cc1)c1oc(=O)c2ccccc2c1-c1ccccc1,0.1,18,-0.1,0
CCC(C)OC(=O)C1=C(C)NC2=C(C(=O)CC(c3ccc(OC)cc3)C2)C1c1cccc2ccccc12 (stereo unspecified),0.3,3,0.4,-5
COC(=O)c1cc(NC(=O)c2nc3ncccn3n2)cc(C(=O)OC)c1,-0.2,9,0.6,1
OCCN(CCO)CC(O)Cn1c2ccccc2c2ccccc21 (stereo unspecified),0.0,-19,0.2,-5
COc1cc(-c2nc3n(n2)C(c2ccc(O)cc2)C2=C(CCCC2=O)N3)cc(OC)c1OC (stereo unspecified),-0.1,2,2.2,0
Fc1ccc(F)c(-c2cn[nH]c2C2CCCN(Cc3ccoc3)C2)c1 (stereo unspecified),-0.2,3,0.3,0
Cc1ccc2[nH]c(=O)c(CN(Cc3ccco3)Cc3nnnn3Cc3ccco3)cc2c1,0.0,13,0.4,10
O=C(COC(=O)c1ccccn1)Nc1ccc(Cl)c(Cl)c1,-0.4,13,-0.4,13
O=C(CN1CCOCC1)Nc1c(C(=O)c2ccc(F)cc2)oc2ccccc12,-0.3,-4,-1.4,10
O=C(N/N=C/c1ccco1)C1CC(=O)N(c2ccccc2)C1 (stereo unspecified),-0.1,-5,1.1,-6
Cc1nc(NC(=O)CC(C)C)ccc1Br,0.0,1,-0.6,-18
COc1cc(OC)c(NC(=O)c2sc3ncnc(N4CCN(c5ccccc5)CC4)c3c2C)cc1Cl,-0.1,1,1.5,-7
CCOc1ccccc1NC(=O)C1CCN(C(=O)Nc2ccc(Cl)cc2)CC1,0.3,7,2.0,-2
CCOC(=O)N1CCC(Nc2c(N3CCN(c4ccccc4OC)CC3)c(=O)c2=O)CC1,-0.1,-5,1.9,-12
C/C(=C\C(=O)c1cccnc1)Nc1ccc(Cl)c(Br)c1,-0.1,9,0.4,6
COc1ccc(NC(=O)Nc2cnn(C)c2C(N)=O)c(OC)c1,0.1,-26,-0.7,5
CC1(C)CC(=O)C=C(NNC(=O)CCCCCNC(=O)c2ccccc2)C1,0.1,5,0.4,-4
Cc1ccc(C2/C(=C(\O)c3ccccc3)C(=O)C(=O)N2CCN2CCOCC2)cc1 (stereo unspecified),0.1,12,-0.7,-2
COc1ccccc1C(CCN(Cc1ccccc1)C(C)=O)c1ccc2c(c1)OCO2 (stereo unspecified),0.0,12,-0.9,0
O=S(=O)(NCc1ccccc1)c1ccc(NC(=S)NCc2ccco2)cc1,-0.1,6,-0.2,6
COC(=O)c1ccc(C2C3=C(CC(C)(C)CC3=O)N(CCN3CCOCC3)C3=C2C(=O)CC(C)(C)C3)cc1,-0.1,6,2.6,-3
CN(C)S(=O)(=O)c1ccc(C(=O)NCc2n[nH]c(=S)n2Cc2ccccc2)cc1,-0.2,0,-0.7,-2
Nc1cccc(-c2cnc3ccc(NCc4ccco4)nn23)c1,0.0,-19,-1.3,7
CCC1CCCCN1S(=O)(=O)c1ccc(NC2=NS(=O)(=O)c3ccccc32)cc1 (stereo unspecified),-0.3,0,-0.1,2
Cc1ccc(-c2nn3cc(-c4ccc(Br)cc4)nc3s2)cc1,-0.1,5,1.1,0
Fc1ccc(Nc2nc3ccccc3n3cnnc23)cc1,0.1,3,0.0,15
Nc1nc(SCc2nc3scc(-c4ccc(Cl)cc4)c3c(=O)[nH]2)n[nH]1,0.0,-5,1.3,-8
CCc1cccc(C)c1NC(=O)C1CCCO1 (stereo unspecified),-0.1,6,1.8,7
O=C(O)CC(NC(=O)Cc1ccc(Cl)cc1)c1ccc(F)cc1 (stereo unspecified),0.0,-9,-0.1,-7
CCOC(=O)c1c(NC(=O)COc2ccc(Cl)cc2Br)sc2c1CCCC2,0.2,5,0.0,-7
O=C(CCCC(=O)NC1CCCCC1)Nc1nccs1,-0.2,-12,-1.8,-3
CC(C)(C)c1ccc(Cn2cnc([N+](=O)[O-])c2)cc1,-0.1,3,0.8,4
CCOC(=O)C1(CCc2ccccc2)CCN(CCCn2cccn2)CC1,-0.2,5,0.1,-1
Cc1cccn2c(=O)c(/C=C3/SC(=S)N(C)C3=O)c(N3CC(C)OC(C)C3)nc12 (stereo unspecified),0.0,-1,0.9,5
CCn1c(SCC(=O)Nc2cccc(Cl)c2)nnc1-c1ccccc1N,0.4,4,0.0,10
CN1CCN(CC(=O)Nc2ccc(F)c(F)c2)CC1,-0.1,29,0.6,4
NC(=O)CC(CC(=O)OCC(=O)Nc1cccc([N+](=O)[O-])c1)c1ccccc1 (stereo unspecified),0.6,23,-0.2,-2
COc1ccc(Nc2nc(-c3ccccc3O)nc3ccccc23)c(OC)c1,-0.3,-3,0.3,-7

# One compound at a time, from the list above:
# Shown for CCn1c(SCC(=O)Nc2cccc(Cl)c2)nnc1-c1ccccc1N : FBW7 activator: 0.4; MITF primary: 4; GPR151 activ: 0.0; TEAD-YAP block: 10
# Shown for Cc1cccn2c(=O)c(/C=C3/SC(=S)N(C)C3=O)c(N3CC(C)OC(C)C3)nc12 (stereo unspecified) : FBW7 activator: 0.0; MITF primary: -1; GPR151 activ: 0.9; TEAD-YAP block: 5

# Continued.
SMILES,FBW7 activator,MITF primary,GPR151 activ,TEAD-YAP block
COc1cc(C(=O)NCC(c2cccnc2)N2CCN(C)CC2)cc(OC)c1OC (stereo unspecified),0.2,8,-0.1,0
Cc1cc(C)c2cc(C)c3nn(CC(=O)Nc4c(C)nn(C)c4C)c(=O)n3c2c1,-0.1,-5,-1.1,-12
COCCOC(=O)C1=C(C)NC2=C(C(=O)CCC2)C1c1cc(Br)c(O)c(OC)c1 (stereo unspecified),0.1,-8,1.2,18
CCn1nc(C)cc1C(=O)NCC1CCC2(CCN(Cc3ccccc3F)CC2)O1 (stereo unspecified),0.1,19,-0.2,1
O=C(c1ccccc1)N1CCN(CC(O)Cn2c3ccccc3c3ccccc32)CC1 (stereo unspecified),0.0,8,0.2,-9
CN(C)C(=O)N1CCN(S(=O)(=O)c2ccc(F)cc2)CC1,0.3,7,-0.4,13
O=C(COc1coc(CN2CCN(c3ccccc3)CC2)cc1=O)N1CCOCC1,0.0,-7,-0.5,9
COc1cc(C)c(Cl)cc1S(=O)(=O)N1CCCCC1,0.1,-3,0.0,-5
COc1ccc(NC(=O)C(C)(C)Oc2ccc(Cl)cc2)cn1,0.1,6,1.2,-3
O=[N+]([O-])c1ccc(-c2csc(Nc3ccc4c(c3)OCO4)n2)cc1,0.0,18,2.2,-32

# Part of the list above in order of number of heavy atoms, high to low.
SMILES,FBW7 activator,MITF primary,GPR151 activ,TEAD-YAP block
COc1cc(-c2nc3n(n2)C(c2ccc(O)cc2)C2=C(CCCC2=O)N3)cc(OC)c1OC (stereo unspecified),-0.1,2,2.2,0
CCOC(=O)N1CCC(Nc2c(N3CCN(c4ccccc4OC)CC3)c(=O)c2=O)CC1,-0.1,-5,1.9,-12
CCOc1ccccc1NC(=O)C1CCN(C(=O)Nc2ccc(Cl)cc2)CC1,0.3,7,2.0,-2
COc1ccc(NC(=O)Nc2cnn(C)c2C(N)=O)c(OC)c1,0.1,-26,-0.7,5
O=C(COC(=O)c1ccccn1)Nc1ccc(Cl)c(Cl)c1,-0.4,13,-0.4,13

# Later entries.
SMILES,FBW7 activator,MITF primary,GPR151 activ,TEAD-YAP block
COC(=O)C1=C(C)NC2=C(C(=O)CC(c3ccccc3OC)C2)C1c1cccc(O)c1 (stereo unspecified),-0.1,-4,-0.5,9
NC(=O)c1ccc(-c2cc(NCc3ccccc3)ncn2)cc1,-0.1,-5,2.3,-1
Cc1ccc(C)c(/C(O)=C2\C(=O)C(=O)N(c3nnc(C)s3)C2c2ccc(O)cc2)c1 (stereo unspecified),-0.1,4,2.8,13
COc1ccccc1C(=O)Nc1nc2ccc(NC(C)=O)cc2s1,0.1,-26,-0.3,12
O=C(Nc1cccc(C(F)(F)F)c1)c1c[nH]c2ccc(S(=O)(=O)N3CCc4ccccc4C3)cc2c1=O,0.1,1,-0.6,-1
CCCNC(=O)c1csc(NCCN2CCOCC2)n1,-0.1,10,0.1,5
COc1ccc(Nc2nc(-c3cccc(C)c3)nc3ccccc23)c(OC)c1,0.5,-7,1.2,1
CCCNC(=O)C(=O)Nc1cccc(OC)c1,-0.1,-7,-4.8,-57
O=[N+]([O-])c1ccc(Cl)c(C2Nc3cccc4cccc(c34)N2)c1,0.1,19,1.3,11
CCCn1c2ccc(C(C)=O)cc2c2cc(C(C)=O)ccc21,-0.1,4,0.2,-11
CCOc1ccc2[nH]c(=O)c(CN(Cc3ccco3)C(=O)C(F)(F)F)cc2c1,-0.1,-4,3.0,-6
CN(C)CCCN1C(=O)C(=O)/C(=C(\O)c2ccc(F)cc2)C1c1ccncc1 (stereo unspecified),-0.1,-8,0.0,-15
Cc1c(Cl)ccc(S(=O)(=O)n2cnc3ccccc32)c1Cl,0.5,13,-1.2,13
CCOc1ccc2c(c1)O/C(=C\c1ccc(OS(C)(=O)=O)c(OC)c1)C2=O,-0.1,-7,1.4,-13
Cc1ccc(OC(C)c2nc(-c3ccccc3)no2)cc1 (stereo unspecified),-0.1,-7,0.4,-18
CCOC(=O)C1CCN(Cc2cc(=O)oc3cc(C)c(C)cc23)CC1,0.0,-8,-1.0,-2
COc1ccc(CCNC(=O)COc2ccc(Br)cc2C)cc1,0.2,-7,0.1,2
CC(=O)NS(=O)(=O)c1ccc(N=c2ssc3c2-c2ccc(C)cc2NC3(C)C)cc1,0.0,6,0.7,9
Cc1ccc(O)c(C(=O)c2cnn(-c3ccccc3[N+](=O)[O-])c2)c1,0.1,-15,-1.0,-7
Cc1ccc2nc(N3CCCC3)[nH]c2c1,0.4,-6,-3.8,-13
O=C(CSc1nnc(C2CCCCC2)o1)NCc1ccccc1,0.1,-1,0.1,5
COc1ccc(Cl)cc1S(=O)(=O)N1CCN(Cc2cccc(F)c2)CC1,0.0,-2,1.3,-2
N#Cc1ccccc1Cn1c(=O)n(CCC(=O)NCc2ccco2)c(=O)c2sccc21,-0.1,6,-0.5,-8
O=C(c1cc(Cc2ccc(F)cc2)no1)N1CCCCC1,0.9,5,0.1,-24
CC(Oc1ccccc1)C(=O)NCc1ccccn1 (stereo unspecified),-0.4,5,-1.2,-6
CCc1cc(C)cc(OCC(O)Cn2c(C)nc3ccccc32)c1 (stereo unspecified),0.1,0,2.6,27
Cc1ccc(OCCOc2ccc([N+](=O)[O-])cc2/C=C2\SC(N)=NC2=O)cc1,0.0,3,-0.7,-5
CCCCNC(=O)c1nnn(-c2ccccc2)c1N,0.3,4,-2.6,-30
O=C(CSc1nnc(NC(=O)c2cccs2)s1)Nc1ccccc1F,0.1,-2,0.9,-2
CCOC(=O)c1c(-c2ccc(OC)cc2)csc1NC(=O)CCC(=O)O,0.1,-5,-0.3,4
O=C(Nc1ccc(SCCN2CCCCC2)nn1)c1ccccc1,0.0,-5,0.1,6
CCc1nc(N=C(N)N)nc2cc(C)ccc12,-0.2,1,-0.5,10
c1cc2c(cc1Nc1nc3nonc3nc1Nc1ccc3c(c1)OCO3)OCO2,0.0,-1,-0.7,1
O=C(Nc1nc(-c2ccncc2)cs1)c1ccc(S(=O)(=O)N2CCCCC2)cc1,0.0,5,-0.1,-2
C=CCn1c(SCC(O)Cn2c3ccccc3c3ccccc32)nnc1-c1ccco1 (stereo unspecified),0.0,-6,1.0,9
CCCCOc1ccc(-c2nc(C=Nc3cc(C)on3)c(O)o2)cc1,0.0,9,-0.5,6
O=C1N[C@@H](CO)C(=O)N2CCN(CC3CCCCC3)C[C@H]12,0.7,1,-0.9,-4
N#Cc1cc2ccccc2nc1SCC(=O)Nc1ccccc1N1CCOCC1,-0.1,10,-0.2,5
CNC(=O)C1CN(Cc2nc3ccccc3s2)CCN1S(C)(=O)=O (stereo unspecified),-0.1,0,-0.2,-6
COCCNc1nc(-c2ccccc2)ccc1C(=O)Nc1cccc(OC)c1,0.7,2,-0.2,-6

# For convenience, part of the list above.
SMILES,FBW7 activator,MITF primary,GPR151 activ,TEAD-YAP block
O=C(Nc1ccc(SCCN2CCCCC2)nn1)c1ccccc1,0.0,-5,0.1,6
CCc1nc(N=C(N)N)nc2cc(C)ccc12,-0.2,1,-0.5,10

# (further entries)
SMILES,FBW7 activator,MITF primary,GPR151 activ,TEAD-YAP block
O=C(c1ccco1)N1CCN(C(=O)c2ccco2)CC1,0.0,-2,-0.1,-4
CCOC(=O)COc1ccc(OCc2ccccc2)cc1,0.5,-4,-2.7,9
C=CCN(CC=C)CC(O)Cn1ccc(C)n1 (stereo unspecified),-0.1,5,-1.1,-7
O=C1CC[C@@H]2CN(Cc3cn[nH]c3-c3ccccc3)CC[C@@H]2N1Cc1ccccc1,-0.1,-8,0.0,11
CC(=O)/C(C(=N)N1CCN(C(c2ccccc2)c2ccccc2)CC1)=C(/C)O,-0.2,-15,0.2,-8
Cc1cc2nc(C3CCN(Cc4nnnn4Cc4ccccc4)CC3)[nH]c2cc1C,0.0,39,0.5,6
CC[C@H](Cn1nnn(-c2ccccc2)c1=O)NC(=O)c1snnc1C,-0.1,1,-0.2,-8
Cc1ccc(NC(=O)CO/N=C(\N)c2nonc2N)cc1C,-0.1,-12,0.3,8
Cc1ccc2c(c1)N(CCCC(=O)Nc1ccc(Br)cn1)C(=O)CO2,0.2,10,1.5,-1
